Tn6 DDE FP = inhibitors of Tn6 peptide binding to fibrin DD(E), primary screen, biochemical, fluorescence polarization, human fibrin, Tn6 probe | Fibrinogen beta chain (Homo sapiens), P02675 | Fibrin DD(E) TRITC-Tn6 fluorescence polarization displacement | inhibition, % at 8.3 µM | 0.21% of 370,000 active;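 active = inhibition above a per-campaign cutoff: mean of compounds within control limits plus 3 SD, cut at about 15% in these data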;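 note: 0% = median of all compound wells on the plate and 100% = blocking peptide control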
Target sequence (P02675 whole entry, looked up): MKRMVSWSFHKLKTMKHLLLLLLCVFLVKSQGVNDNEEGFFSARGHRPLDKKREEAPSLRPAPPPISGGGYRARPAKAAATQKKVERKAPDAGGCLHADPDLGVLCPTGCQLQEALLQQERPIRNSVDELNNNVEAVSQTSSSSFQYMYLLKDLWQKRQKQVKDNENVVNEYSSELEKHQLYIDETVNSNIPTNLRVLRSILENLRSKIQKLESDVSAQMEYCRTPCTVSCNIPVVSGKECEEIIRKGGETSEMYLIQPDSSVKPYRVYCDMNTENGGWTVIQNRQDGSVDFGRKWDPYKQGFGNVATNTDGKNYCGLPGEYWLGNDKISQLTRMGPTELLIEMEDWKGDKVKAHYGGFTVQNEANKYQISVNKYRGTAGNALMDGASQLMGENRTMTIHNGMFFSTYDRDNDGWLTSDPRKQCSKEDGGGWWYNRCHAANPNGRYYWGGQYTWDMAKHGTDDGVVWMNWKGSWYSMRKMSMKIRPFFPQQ
DDE Tn7 FP inh = inhibitors of Tn7 peptide binding to fibrin DD(E), primary screen, biochemical, fluorescence polarization, human fibrin, Tn7 probe | Fibrinogen beta chain (Homo sapiens), P02675 | FP displacement of FITC-Tn7 peptide from fibrin DD(E); 0% = median of compound wells per plate | inhibition, % at 8.3 µM | 0.13% of 370,000 active | AID 720508, 2013;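 active = inhibition above the mean of compounds falling within the control limits plus 3 SD of them, cut at about 14% in these data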;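 note: 0% = plate median of compound wells and 100% = 10 µM Aha-Tn7 peptide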
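Assay system: human fibrin DD(E). Input: DD(E) 2 µM final. Medium: Tris buffer with calcium and detergent, pH 7.8. Compound dosing: single point at 8.3 µM. Timing: 10 min plus 3 h, room temperature. Technique: fluorescence polarization of the labelled Tn7 tracer. Read-out: percent inhibition. Replicates: singlicate testing.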
TCR CD3 inh = inhibitors of human TCR-CD3 interaction, primary screen, biochemical, fluorescence, TAMRA-labeled TCR probe; T-cell receptor (TCR); inhibition, % at 9.4 µM; 0.37% of 360,000 active; in the data active = inhibition above about 19%;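 note: recombinant mutant TCR 2C K166C tagged with TAMRA read by polarization; 0% = receptor in buffer alone and 100% = receptor with positive control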
SIAE inh = human SIAE inhibitors, primary screen, biochemical, fluorescence polarization, FP-Rh probe, 1536-well HTS | inhibition, % at 9.66 µM | SIAE FP-Rh probe binding | Sialate O-acetylesterase (Homo sapiens), Q9HAT2 | 0.69% of 370,000 active;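 active = inhibition above a cutoff: mean of compounds within the control limits plus 3 SD of those, cut at about 17% in these data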;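 note: 0% = plate median of compound wells and 100% = probe without SIAE protein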
LEDGF integ inh = blockers of LEDGF/p75-dependent integrase strand transfer – biochemical, TR-FRET, high throughput, primary screen; TR-FRET IN-LEDGF/p75 DNA integration, Eu/Cy5; inhibition, % at 3.7 µM; 0.64% of 370,000 active; HIV-1 integrase (with human LEDGF/p75);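 active = inhibition above the screen-wide mean plus 3 SD, cut at about 13% in these data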;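 note: signal is the Cy5 over europium emission ratio at 671 and 618 nm; 0% = plate median of compound wells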
proKLK7 act = proKLK7 zymogen activators, primary screen, biochemical, fluorescence intensity; purified proKLK7, EDANS-DABCYL substrate fluorescence; 100% is mature enzyme control, 0% vehicle; activation, % at 7 µM; 0.9% of 370,000 active; Kallikrein-7 (Homo sapiens), P49862;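 active = activation above the mean of all tested compounds plus 3 SD, computed per campaign excluding outliers beyond control limits, cut at about 13% in these data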
UHRF1 MBD2 ctr = UHRF1 methylated DNA binding inhibitors, primary screen, counter-screen for MBD2 inhibitor project, biochemical, TR-FRET, human UHRF1, single concentration; inhibition, % at 4.4 µM; UHRF1 binding to methylated oligo; 0.75% of 370,000 active; AID 687016, 2013; E3 ubiquitin-protein ligase UHRF1 (Homo sapiens), Q96T88; in the data active = inhibition above about 21%;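 note: UHRF1 SRA domain binding a hemimethylated CpG hairpin DNA probe; 0% = median of test compound wells and 100% = reference inhibitor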
MBD2 inh = inhibitors of MBD2 binding to methylated DNA, primary screen, biochemical, TR-FRET, DNA-binding domain, human; MBD2 binding to methylated oligonucleotide; inhibition, % at 4.4 µM; 0.31% of 370,000 active; in the data active = inhibition above about 13%
TDP2 inh = human TDP2 enzyme inhibitors, primary screen, biochemical, epi absorbance, recombinant enzyme; 0.34% of 370,000 active; Tyrosyl-DNA phosphodiesterase 2 (Homo sapiens), O95551; AID 720702, 2013; T5PNP hydrolysis, p-nitrophenol absorbance 415 nm; inhibition, % at 12.8 µM;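 active = inhibition above the mean of all tested compounds plus 3 SD, set per campaign, cut at about 25% in these data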;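 note: 0% = DMSO with enzyme and 100% = buffer with substrate but no TDP2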
Target sequence (O95551 whole entry, looked up): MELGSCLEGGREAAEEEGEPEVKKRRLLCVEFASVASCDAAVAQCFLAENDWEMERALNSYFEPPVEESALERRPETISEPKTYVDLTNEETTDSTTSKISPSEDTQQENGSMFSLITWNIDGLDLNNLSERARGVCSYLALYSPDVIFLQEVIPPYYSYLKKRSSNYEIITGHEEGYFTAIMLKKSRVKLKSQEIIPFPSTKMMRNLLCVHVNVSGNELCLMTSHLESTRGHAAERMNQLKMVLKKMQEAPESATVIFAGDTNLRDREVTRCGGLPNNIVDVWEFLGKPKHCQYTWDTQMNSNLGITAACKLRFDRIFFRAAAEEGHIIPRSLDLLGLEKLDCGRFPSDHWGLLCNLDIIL
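Assay system: Recombinant human TDP2 | Quantity: 120 nM TDP2 per well | Incubation: 2 h at 37 °C | Signal: Epi absorbance | Evaluation: Percent inhibition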
PRMT1 inh = PRMT1 methyltransferase inhibitors, primary screen, biochemical, fluorescence polarization; inhibition, % at 2.79 µM; 1.3% of 370,000 active; recombinant PRMT1, activity-based probe fluorescence polarization; Protein arginine N-methyltransferase 1 (Homo sapiens), Q99873; AID 652257, 2013;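 active = inhibition above about 21% made by adding two undisclosed values, limit read from the data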
Active calls of the source: *; nt = no result given; & = joins results of further samples. The order is random. About 4.6% of those tested had a hit in this group.

SMILES | Tn6 DDE FP | DDE Tn7 FP inh | TCR CD3 inh | SIAE inh | LEDGF integ inh | proKLK7 act | UHRF1 MBD2 ctr | MBD2 inh | TDP2 inh | PRMT1 inh
Cc1[nH]c2ccccc2c1C(=O)C(=O)N1CCOCC1 | 6 | -3 | -4 | 3 | -1 | -0.3 | -1 | 4 | 5 | 3
O=C(N/N=C/c1ccccn1)c1ccc(NC(=O)c2cccc([N+](=O)[O-])c2)cc1 | 0 | -3 | 1 | 5 | 5 | 0.0 | -3 | -5 | -1 | 2
CC1CCN(C(=O)CSc2nnc(CNc3ccc(F)cc3)n2Cc2ccco2)CC1 | 0 | 0 | -3 | 8 | -2 | 0.3 | 2 | 2 | -6 | 8
COC(=O)[C@@]12CCCCN1[C@H](c1ccc(-c3ccc(C(C)=O)cc3)c(OC)c1)[C@@H]1C(=O)N(C)C(=O)[C@@H]12 | 0 | -3 | 2 | 1 | -2 | 1.4 | -2 | -4 | -3 | 1
CN(C)c1ccc(C(CC(=O)O)C(=O)O)cc1 (configuration not stated) | -6 | -2 | 0 | 10 | 18* | -0.8 | 0 | -3 | -5 | 39*
CN(CC(=O)Nc1cccc(F)c1)C(=O)c1ccc(-c2cccc(C(F)(F)F)c2)o1 | 2 | 2 | 1 | -17 | -1 | 0.6 | -2 | -3 | -11 | 1
Cc1cc(C)n(CC(=O)N2CCCC(N3CCN(c4ccc(F)cc4)CC3)C2)n1 (configuration not stated) | -3 | -4 | 4 | 2 | -1 | 0.5 | -1 | -5 | 8 | -1
COc1ccc(S(=O)(=O)Nc2ccc3c(c2)C(=O)N([C@H](C)CO)C[C@H](C)[C@@H](CN(C)Cc2ccncc2)OCCCC[C@@H](C)O3)cc1 | 3 | 5 | 0 | 4 | -4 | 0.7 | -1 | -2 | -5 | -4
Cc1ccccc1-n1c(O)cc(=O)[nH]c1=S | 1 | 10 | -17 | -9 | -8 | -0.3 | 21* | 8 | 4 | 28*
CC(C)CCOc1cccc(OCC(=O)Nc2ccncc2)c1 | -6 | -1 | -1 | -6 | 0 | 1.0 | -2 | 1 | 9 | 3
Cc1ccc(N2C(=O)N(CC(=O)Nc3ccc(C)cc3C)C(=O)C2C)cc1 (configuration not stated) | 1 | -1 | 4 | 3 | 4 | 0.6 | 0 | -4 | 8 | -7
Fc1ccccc1N1CCN(CC2CC3C=CC2C3)CC1 (configuration not stated) | -2 | 1 | -4 | -4 | 5 | -0.3 | 2 | -1 | -20 | -1
CCC(C)Nc1nc(-c2cccc(OC)c2O)nc2ccccc12 (configuration not stated) | 1 | 5 | -1 | 14 | 0 | 0.1 | -4 | 1 | 5 | 0
O=S(=O)(c1cnc(Cl)c(Br)c1)N1CCCCCC1 | 7 | -5 | 6 | 3 | 1 | -0.4 | 1 | -3 | -10 | 0
CC(=O)Oc1ccc2ccc(=O)oc2c1 | 1 | 1 | 9 | 3 | 1 | 357* | 1 | -9 | 6 | -3
Cc1cc(C)cc(OCCn2nnc3ccccc32)c1 | 2 | -1 | 2 | 2 | 0 | 0.2 | 3 | -1 | -8 | 0
Cc1cc(C)c(NC(=O)CSc2nccn2C)c(C)c1 | -5 | 0 | 1 | 5 | -2 | 0.0 | 0 | -1 | 7 | 1
CO[C@@H]1CN(C)C(=O)c2ccc(NS(=O)(=O)c3c(C)noc3C)cc2OC[C@@H](C)NC[C@@H]1C | -3 | -10 | 3 | 1 | -1 | 0.1 | -2 | 1 | 2 | -4
CC(C)(C)NC(=O)NC12CC3CC(CC(C3)C1)C2 | 1 | -1 | 0 | 0 | 1 | 0.7 | 1 | -2 | -7 | -5
CC1(C)c2ccccc2C(=O)c2ccccc21 | -1 | 1 | -3 | 6 | -3 | -0.5 | 1 | 0 | 3 | 1

Not a retest: entries from further up.
SMILES | Tn6 DDE FP | DDE Tn7 FP inh | TCR CD3 inh | SIAE inh | LEDGF integ inh | proKLK7 act | UHRF1 MBD2 ctr | MBD2 inh | TDP2 inh | PRMT1 inh
Cc1[nH]c2ccccc2c1C(=O)C(=O)N1CCOCC1 | 6 | -3 | -4 | 3 | -1 | -0.3 | -1 | 4 | 5 | 3
O=C(N/N=C/c1ccccn1)c1ccc(NC(=O)c2cccc([N+](=O)[O-])c2)cc1 | 0 | -3 | 1 | 5 | 5 | 0.0 | -3 | -5 | -1 | 2
CC1CCN(C(=O)CSc2nnc(CNc3ccc(F)cc3)n2Cc2ccco2)CC1 | 0 | 0 | -3 | 8 | -2 | 0.3 | 2 | 2 | -6 | 8
COC(=O)[C@@]12CCCCN1[C@H](c1ccc(-c3ccc(C(C)=O)cc3)c(OC)c1)[C@@H]1C(=O)N(C)C(=O)[C@@H]12 | 0 | -3 | 2 | 1 | -2 | 1.4 | -2 | -4 | -3 | 1
CN(C)c1ccc(C(CC(=O)O)C(=O)O)cc1 (configuration not stated) | -6 | -2 | 0 | 10 | 18* | -0.8 | 0 | -3 | -5 | 39*
CN(CC(=O)Nc1cccc(F)c1)C(=O)c1ccc(-c2cccc(C(F)(F)F)c2)o1 | 2 | 2 | 1 | -17 | -1 | 0.6 | -2 | -3 | -11 | 1
Cc1cc(C)n(CC(=O)N2CCCC(N3CCN(c4ccc(F)cc4)CC3)C2)n1 (configuration not stated) | -3 | -4 | 4 | 2 | -1 | 0.5 | -1 | -5 | 8 | -1
COc1ccc(S(=O)(=O)Nc2ccc3c(c2)C(=O)N([C@H](C)CO)C[C@H](C)[C@@H](CN(C)Cc2ccncc2)OCCCC[C@@H](C)O3)cc1 | 3 | 5 | 0 | 4 | -4 | 0.7 | -1 | -2 | -5 | -4
Cc1ccccc1-n1c(O)cc(=O)[nH]c1=S | 1 | 10 | -17 | -9 | -8 | -0.3 | 21* | 8 | 4 | 28*
CC(C)CCOc1cccc(OCC(=O)Nc2ccncc2)c1 | -6 | -1 | -1 | -6 | 0 | 1.0 | -2 | 1 | 9 | 3
Cc1ccc(N2C(=O)N(CC(=O)Nc3ccc(C)cc3C)C(=O)C2C)cc1 (configuration not stated) | 1 | -1 | 4 | 3 | 4 | 0.6 | 0 | -4 | 8 | -7

New compounds follow.
SMILES | Tn6 DDE FP | DDE Tn7 FP inh | TCR CD3 inh | SIAE inh | LEDGF integ inh | proKLK7 act | UHRF1 MBD2 ctr | MBD2 inh | TDP2 inh | PRMT1 inh
O=C(O)/C=C/C(=O)Nc1ccccc1C(=O)Nc1ccccc1 | -8 | -2 | -3 | 0 | -1 | 0.5 | 3 | -1 | 0 | 5
COc1ccc(NC(=O)C2CCN(S(=O)(=O)c3cccs3)CC2)cc1OC | -4 | -3 | -8 | -4 | 6 | -0.2 | 2 | -3 | -16 | -3
CC1CNCCN1S(=O)(=O)c1cccc2cnccc12 (configuration not stated) | -1&-6 | 2&-7 | -4&2 | 6&2 | 0&3 | 0.5&0.1 | -1&-1 | -1&-2 | 10&-2 | -1&-3
Cc1ccccc1NC(=O)c1sc(NC(=O)COc2ccccc2)c(C#N)c1C | -4 | 1 | 2 | -2 | 4 | -0.7 | -2 | 0 | 2 | 2
CCCC[C@H](C(=O)N(C)c1ccccc1)[C@@H](O)c1ccc2ccccc2c1 | -4 | -2 | nt | 1 | -4 | 0.5 | 1 | -1 | -4 | 5
CCOC(=O)C(C(C)=O)c1nc(C)nc2c1nnn2Cc1ccccc1Cl (configuration not stated) | -4 | -2 | 3 | 2 | 0 | 0.1 | 0 | 1 | -9 | -2
Cc1ccc(S(=O)(=O)CCC(=O)Nc2sccc2C(N)=O)cc1 | 0 | 4 | 14 | -4 | 1 | -0.4 | 0 | -1 | 5 | 4
COc1cc(/C=C2\SC(=O)N(CC(=O)Nc3ccc(C)cc3)C2=O)cc(Cl)c1OCC(=O)O | -7 | 0 | -1 | 0 | 3 | -0.7 | -2 | -2 | -2 | 3
Clc1ccc(-c2nc(CSc3ccccn3)cs2)cc1 | 9 | -11 | 1 | 1 | 3 | 0.1 | 0 | -5 | -1 | 0
O=C(c1ccco1)N(Cc1ccco1)c1ccc(O)cc1 | 2 | 6 | -5 | 11 | 0 | -0.2 | 0 | 3 | 4 | 2
C=C(C)Cn1c(N2CCC(Cc3ccccc3)CC2)nc2c1c(=O)[nH]c(=O)n2C | -3 | -11 | -1 | 1 | -1 | -0.2 | -1 | 2 | 6 | 3
O=C(O)/C=C/C(=O)Nc1ccc(SC(F)(F)C(F)(F)C(F)(F)F)cc1 | 4 | 2 | -7 | 1 | -1 | -0.2 | -1 | -4 | 10 | 4
CCNC(=S)NNC(=S)NCc1ccccc1 | 0 | 7 | -4 | 5 | -1 | -0.3 | 1 | -4 | 4 | 3
OC(Cc1ccccc1)c1ncc(-c2ccc(Cl)cc2)[nH]1 (configuration not stated) | 3 | -1 | -4 | 2 | -2 | 0.1 | 0 | 1 | 2 | -1
O=C(Cc1cccs1)Nc1ccc(-c2nnc(-c3ccccc3)o2)cc1 | 0 | -2 | -5 | -11 | -2 | -0.3 | 1 | -3 | 4 | -3
CCN(c1ccccc1)S(=O)(=O)c1cc(NC(=O)Nc2ccccc2C#N)ccc1Cl | 6 | -2 | 6 | -9 | -2 | 0.1 | -1 | 1 | -18 | -1
Cc1cc(C)n2nc(SC(C)C(=O)N3CC(C)OC(C)C3)nc2n1 (configuration not stated) | -6 | 9 | -3 | 4 | 2 | 0.5 | 2 | 5 | 8 | 2
O=C(OCC(=O)N1CCOCC1)c1ccccc1Cc1ccccc1 | -1 | -5 | 3 | -8 | -3 | -0.5 | 4 | 3 | -6 | 4
CC1(c2nnc(Cc3ccccc3)o2)CC(c2ccncc2)=NO1 (configuration not stated) | 12 | 5 | -3 | 9 | -2 | -0.2 | 0 | 3 | 2 | 0
Oc1ccc(-c2nc3ccccn3c2NCc2ccco2)cc1 | -11 | -4 | 4 | 8 | -3 | -16 | -2 | 2 | 1 | -3
COc1ccc(COC(=O)c2ccc(Cl)c(S(=O)(=O)N3CCOCC3)c2)cc1F | 7 | -7 | 5 | 1 | 1 | 0.3 | 0 | -6 | 7 | -1
CCOC(=O)c1ccc(NC(=O)COc2ccccc2OC)cc1 | -8 | 9 | 4 | 9 | 1 | 0.1 | 0 | -3 | -2 | 6
COc1ccc(-c2nnc(SCC(=O)N3CCOCC3)o2)cc1OC | 2 | 0 | 4 | -4 | 4 | 0.4 | 2 | 3 | -4 | -4

From PubChem
